PKA-R2B act: activators of human PKA-R2B complex; P22694+P31323; PKA-R2B holoenzyme dissociation, Cy5-IP20 fluorescence polarization; R2B truncated from residue 108, S112A mutant; 0% DMSO only, 100% 113 µM cGMP; activation, % at 11.4 µM; 0.079% of 340,000 active; AID 504700;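 active means activation above a cutoff set at the mean over all compounds plus 3 SD, cut at about 18% in these data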;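 further: higher means more holoenzyme dissociation and a rise in polarization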
DAGLB inhibitor: diacylglycerol lipase beta (human) inhibition | Q8NCG7 | HEK293T DAGLB membrane lysate, EnzChek fluorogenic substrate | inhibition, % at 5.17 µM | 0.059% of 340,000 active; in the data active means inhibition above about 34%;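 further: 0% = enzyme with vehicle and 100% = wells lacking enzyme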
LANA DNA inh: KSHV C-LANA DNA binding inhibition; MBP-C-LANA/FAM-LBS DNA binding, fluorescence polarization; inhibition, % at 9 µM; 0.078% of 340,000 active; AID 504423;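 active means highest replicate inhibition at or above 60% at 9 µM, even if other replicates fall short; inactive means all replicates below 60% inhibition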;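 further: 0% = neutral control wells and 100% = 4 µM acridine orange control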
NSD2 HMT inh: inhibitors of human histone methyltransferase NSD2. O96028. NSD2 peptide methylation, AlphaScreen, 120 min. inhibition, % at 12.5 µM. 0.54% of 310,000 active. AID 743445; in the data active means inhibition above about 50%
Cardiac RTF inh: cardiac RTF calcium desensitization. inhibition, % at 7.15 µM. P19429+P45379. 0.12% of 340,000 active. AID 493244. IANBD-labeled cardiac RTF, Ca2+ fluorescence;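 active means inhibition above the mean inhibition of all tested compounds plus 3 SD, cut at about 17% in these data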;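 further: assay run at fixed EC70 calcium of 1.6 mM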
Arr AP2 block: blocks beta-arrestin peptide binding to AP2 adaptin | FITC-arrestin peptide / GST-AP2 beads, flow cytometry; AP2 beta2 appendage carries R879A mutation | 0.31% of 340,000 active | inhibition, % at 10 µM;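 active means inhibition above a set limit, near 3 SD of compounds lacking own fluorescence, cut at about 54% in these data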;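 further: plate controls were DMSO wells for no effect and 5 µM unlabelled arrestin peptide for full effect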
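System: GST-AP2 R879A glutathione beads. Medium: PBS with 0.05% Tween 20 and 0.1% BSA. Also added: FITC-arrestin peptide, 50 nM. Incubation: 12 min plus 1 h, RT. Measured by: high-throughput flow cytometry of beads, ex 488, em 535 nm. Evaluation: percent drop in bead-associated FITC signal.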
Keap1-Nrf2 PPI: inhibitors of human Keap1-Nrf2 protein-protein interaction; inhibition, % at 9.4 µM; Keap1 Kelch-Nrf2 peptide fluorescence polarization, 1536-well; 0.15% of 340,000 active; AID 504523; in the data active means inhibition above about 12%;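 further: human Keap1 Kelch domain with fluorescein labeled Nrf2 9mer peptide probe; 0% = neutral control wells and 100% = peptide positive control; higher means more block of Keap1 binding to Nrf2 peptide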
SR-BI DiI-HDL act: enhances SR-BI lipid uptake from DiI-HDL | CHO ldlA[mSR-BI] cells, DiI-HDL uptake fluorescence, 3 h; 100 = double the neutral-control signal | activation, % at 12.5 µM | 0.096% of 320,000 active | AID 504775;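 active means mean replicate activation of at least 60% and every replicate at or above 60%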;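 further: 0% = median plate neutral-control signal and 100% = twice that signal; values of inactives mirror those of a sister screen read the other way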
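Assay system: CHO ldlA[mSR-BI] cells, LDL receptor-null, SR-BI overexpressing; medium: Ham's F12 with 0.5% BSA, HEPES 25 mM, pH 7.4; also added: DiI-HDL 10 µg/mL; timing: 3 h uptake period with compound, 37 °C; signal: DiI fluorescence, bottom read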
SR-BI DiI inh: inhibitors of mouse SR-BI mediated HDL lipid uptake. Q61009. inhibition, % at 12.5 µM. 0.96% of 320,000 active. ldlA[mSR-BI] CHO cells, DiI-HDL uptake fluorescence, 3 h;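 active means mean replicate inhibition of at least 70% and a set share of replicates each scoring 70 or more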;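 further: 0% = median of neutral control wells and 100% = median of positive control wells; values of inactives mirror those of a sister screen read the other way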
PvdQ inh: blocks Pseudomonas aeruginosa PvdQ acylase activity | purified PvdQ acylase, fluorescence plate reader | inhibition, % at 10 µM | 0.063% of 340,000 active | AID 488965; in the data active means inhibition above about 30%, passing the limit was not always enough;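 further: 0% = vehicle neutral wells and 100% = reference inhibitor wells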
The depositor's hits bear a star; · = no result given.

SMILES	DAGLB inhibitor	Keap1-Nrf2 PPI	SR-BI DiI-HDL act	PKA-R2B act	Arr AP2 block	PvdQ inh	Cardiac RTF inh	SR-BI DiI inh	NSD2 HMT inh	LANA DNA inh
CN(C)c1ncc([N+](=O)[O-])cc1C(F)(F)F	-2	-4	18	-7	28	5	-4	-18	-2	0.5
CCCCCCNC(=O)CNC(=S)N(Cc1cccs1)C1CCCCC1	-5	2	6	1	19	-15	-8	-6	0	-1.6
Cc1ccccc1-n1nc2c(c1NC(=O)C(C)(C)C)CS(=O)(=O)C2	3	3	25	5	27	-1	-3	-25	1	1.3
O=C(Nc1ccc2oc(-c3ccccc3)nc2c1)c1ccc2c(c1)OCCO2	-2	6	-36	6	-6	-11	0	36	0	0.7
O=C(N/N=C/c1ccc(Sc2ccccn2)o1)c1cccc([N+](=O)[O-])c1	-4	-4	-20	8	-5	-8	-3	20	-2	1.5
COCCn1c(N)c(Sc2ccc(Cl)cc2)c(=O)[nH]c1=O	-2	-6	8	-4	15	-9	-12	-8	-3	1.2
Cc1c(Oc2ccc(C(F)(F)F)cc2[N+](=O)[O-])ccc2c3c(c(=O)oc12)CCC3	0	-1	17	-1	5	-10	0	-17	-2	-1.7
O=C(CCN1C(=O)C2C3C=CC(C3)C2C1=O)N1CCN(c2ccccc2F)CC1 (configuration not stated)	4	2	5	5	10	-5	-9	-5	0	1.0
O=C(NCc1ccco1)c1ccc(COc2ccc(Cl)cc2)cc1	-2	-5	-6	5	-2	-5	-10	6	·	0.5
CNC(=O)c1c(O)c2cccc3c2n(c1=O)CC3	1	1	29	-3	-3	-10	5	-29	34	1.4
CSc1nc2ccc(NC(=O)c3nn(C(C)C)c(=O)c4ccccc34)cc2s1	-2	0	-15	-14	16	6	-6	15	-1	-0.2
O=C(CN1CCN(S(=O)(=O)c2ccc(F)c(Cl)c2)CC1)N1CCOCC1	-1	-6	-1	5	-5	-10	-6	1	0	-0.5
N=C1C=CC(=C(c2ccc(N)cc2)c2ccc(N)cc2)C=C1	21	3	-104	1	23	6	-3	104*	·	2.8
CCCNC(=O)C1CCN(S(=O)(=O)c2ccc3nc4c(c(C(=O)O)c3c2)CCCCC4)CC1	-3	-3	9	2	-14	-19	-6	-9	·	1.2
CC1(c2ccccc2Cl)NC(=O)N(CC(=O)Nc2ccc3c(c2)OCO3)C1=O (configuration not stated)	1	-2	-29	-6	12	3	7	29	2	0.5
CCOC(=O)c1c(C)[nH]c(C)c1C(=O)COC(=O)[C@@H](NC(=O)c1ccccc1OCC)C(C)C	-4	-3	-29	7	5	-12	-9	29	7	-0.1
C=CCNC(=O)c1ccccc1S(=O)c1ccccc1C#N (configuration not stated)	0	2	17	-9	0	-8	-2	-17	-2	-0.2
Cc1cccc(C)c1NC(=O)c1ccc(-c2ccc(Cl)cc2Cl)o1	-11	0	-30	2	1	-9	6	30	0	0.2
COc1ccc(-n2c(/C=C3\C(=O)N(C)c4ccccc43)nc3ccccc3c2=O)cc1	3	-1	17	-3	2	-5	-2	-17	0	-1.1
Cn1nnnc1SCc1cn2cccnc2n1	1	-6	2	-10	1	-17	-10	-2	-2	-1.1
c1coc(CNc2c3c(nc4ncnn24)CCC3)c1	3	-1	9	6	0	-11	-4	-9	-7	1.6
CCc1cccc(C)c1NC(=O)Cn1nc(C)n2cccc2c1=O	1	-1	21	-1	2	-11	-5	-21	-8	-0.1
COc1cc(OC)cc(C(=O)NCC(=O)NCc2ccccn2)c1	-1	-6	17	-6	-4	-13	-7	-17	0	-0.3
CC1=C(C)CS(=O)N(S(=O)(=O)c2ccc(Cl)cc2)C1 (configuration not stated)	-4	-108	·	-3	6	-6	-8	·	·	-1.5
Cc1ncsc1CCOC(=O)c1ccc([N+](=O)[O-])cc1	4	0	-4	0	-1	-1	-2	4	3	0.2

Other records.
SMILES	DAGLB inhibitor	Keap1-Nrf2 PPI	SR-BI DiI-HDL act	PKA-R2B act	Arr AP2 block	PvdQ inh	Cardiac RTF inh	SR-BI DiI inh	NSD2 HMT inh	LANA DNA inh
CC(NC(=O)Nc1ccc(F)cc1)c1ccc2c(c1)OCO2 (configuration not stated)	-3	1	3	-4	-10	-11	1	-3	-5	-0.4
O=C(Oc1cccc2c(O)cccc12)c1ccccc1Cl	-2	0	-2	2	-13	-4	-4	2	1	0.3
CC(C)=CCc1c(O)ccc(C2COc3c(CC=C(C)C)c(O)cc(O)c3C2=O)c1O (configuration not stated)	-2	0	-44	-2	-1	-6	0	44	·	1.4
CCC(=O)c1ccc(OCC(O)CN(CCc2ccccc2)Cc2ccccc2)cc1 (configuration not stated)	-18	2	-12	-6	36	4	5	12	0	0.5
c1coc(-c2ccnc3nc(-n4cccc4)nn23)c1	-4	-4	2	-9	-18	-1	-5	-2	-2	1.4
CCCCCC[N+](C)(C)CCSSCC[N+](C)(C)CCCCCC	-2	-14	-5	5	2	-9	-1	5	2	-1.4
CC(C)(C)c1ccc(CN(Cc2ccco2)Cc2nnnn2C2CCCC2)cc1	-12	6	14	-8	30	-5	-13	-14	-2	2.5
COC(=O)c1ccc(CSc2nc(C(F)F)cc(C)c2C#N)o1	-6	3	-29	1	37	-4	-6	29	-3	-1.1
CCOC(=O)c1c(C)[nH]c(C)c1C(=O)CSc1nc2ccccc2c(=O)n1-c1ccc(F)cc1	-4	1	6	1	6	-3	-4	-6	-1	-0.3
O=C(Cn1c(C(F)(F)F)nc2ccccc21)c1ccc(Cl)cc1	-3	-5	-1	-3	-3	-8	-3	1	-13	0.7
Nc1cc(C(F)(F)F)ccc1N1CCOCC1	1	0	2	-5	6	-1	6	-2	5	0.6
Cc1cc(OCC(=O)NCc2cccnc2)c2c(C)c(C)c(=O)oc2c1	-1	-3	·	5	4	-4	10	·	-3	-1.9
CCC(C)c1ccccc1NC(=O)COC(=O)c1ccc(C)c(NC(=O)c2ccco2)c1 (configuration not stated)	-3	0	12	3	-10	-17	-5	-12	1	0.2
CC(C)c1ccc(OCCCCN2CCCCC2)cc1	1	8	15	3	-4	1	-5	-15	1	5.0
Nc1ccccc1S(=O)(=O)C(F)F	-1	0	10	3	-6	-8	-6	-10	-1	-1.4
COc1ccc(OC)c(NC(=O)c2cc(-c3ccc(C)cc3O)n[nH]2)c1	0	1	-66	-4	0	-12	4	66	2	0.8
C=C(C)COc1ccc(-c2nc(N)nc(C)c2-c2ccc(OC)cc2)c(O)c1	-4	0	8	2	44	-1	-14	-8	1	-0.7
CC(C)CNC(=O)c1ccc(C2SCC(=O)N2Cc2ccccc2)cc1 (configuration not stated)	-2	-1	-40	10	22	-8	-9	40	-14	-0.3
COC(=O)NC1CSCC1OC(=O)CCN1C(=O)c2ccccc2C1=O (configuration not stated)	2	-5	13	-6	4	-16	2	-13	-1	2.0
COc1ccc(Cc2nnc(SCc3nc4ccccc4c(=O)[nH]3)n2C)cc1	3	-6	-16	2	8	-4	-4	16	-1	1.5
O=C(Cc1cccs1)N1CCCC(c2nc3c(nnn3Cc3cccc(Cl)c3)c(=O)[nH]2)C1 (configuration not stated)	2	4	-3	-1	25	-2	-2	3	8	-0.5
O=C(C1CCCO1)N1N=C(c2ccc(Br)cc2)CC1c1ccco1 (configuration not stated)	0	-2	-26	-5	4	-11	5	26	3	-3.8
CC(C)CN(C(=O)c1cccc(S(=O)(=O)N2CCCCC2)c1)C1CCS(=O)(=O)C1 (configuration not stated)	-2	-4	-8	8	4	-11	-3	8	-1	-1.2
CCOC(=O)c1cc2c(=O)n3ccccc3nc2n(C)c1=NC(=O)c1c(-c2c(F)cccc2Cl)noc1C	2	1	·	9	-5	-4	-1	·	·	-2.6
CC(=O)Nc1nc(C(F)(F)F)cs1	0	-1	17	14	11	-10	-5	-17	-2	-8.4

Some values from the entries so far.
CCC(=O)c1ccc(OCC(O)CN(CCc2ccccc2)Cc2ccccc2)cc1 (configuration not stated) | Keap1-Nrf2 PPI = 2
CC(C)(C)c1ccc(CN(Cc2ccco2)Cc2nnnn2C2CCCC2)cc1 | DAGLB inhibitor = -12

(more compounds)
SMILES	DAGLB inhibitor	Keap1-Nrf2 PPI	SR-BI DiI-HDL act	PKA-R2B act	Arr AP2 block	PvdQ inh	Cardiac RTF inh	SR-BI DiI inh	NSD2 HMT inh	LANA DNA inh
COc1ccc(C(=O)CC(=O)C(=O)Nc2ccc(C)c(Cl)c2)cc1	3	-4	16	5	28	-5	-3	-16	1	0.1
Cc1c(C(=O)OCC(=O)NCCN2C(=O)CSC2=O)oc2c1ccc1ccccc12	-2	-9	-10	-7	8	13	-11	10	-1	-1.5
N#Cc1c(NC(=S)NC(=O)c2ccccc2)sc2c1CCCC2	-5	0	-29	-9	14	-18	-10	29	1	0.4
CC(C)C(C)(C#N)NC(=O)CSc1nnc(-c2ccncc2)n1Cc1ccccc1 (configuration not stated)	0	-4	33	-13	-7	-11	-10	-33	1	1.4
CCN(CC)S(=O)(=O)c1ccc(OC)c(NC(=O)OCc2ccccc2)c1	-5	-1	-17	-15	-3	-16	-8	17	-9	-0.4
O=C(COC(=O)c1ccco1)NCc1ccc2c(c1)OCO2	-3	-4	·	1	1	-13	0	·	-3	1.5

High-throughput results deposited in PubChem BioAssay by several laboratories.
